Screening results from PubChem BioAssay.
L3MBTL1 inh = blocks human L3MBTL1. AlphaScreen L3MBTL1–H3K9me1 peptide binding. Potency, µM (highest dose often 57.1 µM), for the others: at the highest dose activity, negative = inhibition, actives largely listed as inhibitors. 230,000 compounds, 0.66% hits. AID 485360; also: % is scaled to controls: 0 for no effect and ±100 for the full control effect; nearly all actives have a fitted effect of over 60% in size
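Read-out is AlphaScreen signal from streptavidin donor and nickel chelate acceptor beads (10 ug/mL final each) bridging L3MBTL1 (50 nM) and biotinylated K9-monomethylated H3(1-15) peptide (75 nM), after 30 min compound exposure at room temperature.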
RECQ1 inh = blocks DNA unwinding by human RECQ1; 240,000 compounds, 0.54% hits; RECQ1 DNA unwinding, red fluorescence kinetic read; AID 2549; Potency, µM (series often up to 57.3 µM), without a hit: top-dose activity, negative = inhibition, hits mostly inhibitors;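 also: plate controls were vehicle for no effect and no enzyme for full effect; nearly all actives have a fitted effect of over 30% in size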
Target sequence (P46063 whole entry, looked up): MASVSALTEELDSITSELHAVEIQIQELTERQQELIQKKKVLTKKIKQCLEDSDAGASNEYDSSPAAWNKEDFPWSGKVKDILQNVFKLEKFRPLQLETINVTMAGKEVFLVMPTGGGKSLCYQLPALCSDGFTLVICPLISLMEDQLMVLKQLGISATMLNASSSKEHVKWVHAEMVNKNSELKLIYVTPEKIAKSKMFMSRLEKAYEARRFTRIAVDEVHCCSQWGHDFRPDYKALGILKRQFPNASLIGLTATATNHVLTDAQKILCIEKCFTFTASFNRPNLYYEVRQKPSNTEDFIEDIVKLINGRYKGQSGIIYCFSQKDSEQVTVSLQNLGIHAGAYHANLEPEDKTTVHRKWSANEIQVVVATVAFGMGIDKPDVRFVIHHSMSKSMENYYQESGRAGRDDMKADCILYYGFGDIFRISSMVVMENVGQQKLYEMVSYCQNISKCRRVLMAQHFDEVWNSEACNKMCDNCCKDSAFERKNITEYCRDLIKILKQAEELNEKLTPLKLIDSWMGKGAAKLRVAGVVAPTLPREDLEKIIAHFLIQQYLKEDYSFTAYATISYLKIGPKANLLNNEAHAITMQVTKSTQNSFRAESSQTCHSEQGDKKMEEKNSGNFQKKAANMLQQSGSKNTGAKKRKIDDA
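RECQ1T1 50 nM; forked duplex (20 bp + 30-nt ss tails) 200 nM, ATP 2 mM final; pH 8.0, 2 mM MgCl2, 2.5 ug/ml poly(dI-dC); 15 min compound preincubation; discontinuous kinetic read over 2 h at RT.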
KinaseGlo FLuc = blocks Kinase-Glo luciferase, a counter-screen artifact. Q27757. Kinase-Glo luciferase, ATP luminescence, 8 min. Potency, µM (titrated, usually from 38.3 µM), for the others: top-dose activity change, negative = inhibition, hits mostly inhibitors. 200,000 compounds, 0.28% hits; also: % is scaled to controls: 0 for no effect and ±100 for the full control effect; nearly all actives have a fitted effect of over 60% in size
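Light output from Kinase-Glo luciferase with luciferin and 10 uM ATP in 50 mM imidazole pH 7.2, KCl, MgCl2, Tween 20, BSA; compound pin-delivered, 8-min ambient incubation, then luminescence read.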
KDM4E inh = inhibitors of human JMJD2E histone demethylase; B2RXH2; JMJD2E catalytic domain, FDH-coupled NADH fluorescence (FDH is formaldehyde dehydrogenase); Potency, µM (titrated, usually from 57.1 µM), inactives show at the highest dose activity change, negative = inhibition, hits mostly inhibitors; 230,000 compounds, 1.6% hits; active = well fitted inhibition curve with a large enough effect, not every such curve was filed as active; inconclusive = small, poorly fitted or top-dose-only effect, or another doubt; inactive = no such curve, though single readings can be large or run the other way;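 also: 0% = wells with enzyme and -100% = buffer wells without enzyme; nearly all actives have a fitted effect of over 50% in size; many of its hits are not listed in these tables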
SMN2 splice up = SMN2 splice variant enhancement; 210,000 compounds, 2.8% hits; AID 1458; HEK293 SMN2-luciferase splicing reporter, luminescence, 30-36 h; Potency, µM (doses to about 46.1 µM), inactives show top-dose activity change, positive = activation, usual class: activators; also: % of control where 0% means no effect; nearly all actives have a fitted effect of over 55% in size
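HEK293 cells carry an SMN2 […]–luciferase reporter in which exon 7 inclusion puts luciferase in frame. Cells were plated 10-12 h before compound addition, then incubated 30-36 h at 37C. ONE-Glo luminescence was read; sodium butyrate at 4.5 mM final served as control.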
Tau fibril ThT = blocks human tau fibril formation measured by thioflavin T. P10636. recombinant tau K18 P301L (four-repeat tau fragment), heparin-induced fibrillization, ThT fluorescence. Potency, µM (series often up to 57.4 µM), for the others: at the top dose activity, negative = inhibition, hits mostly inhibitors. 270,000 compounds, 2.1% hits. AID 1460; also: % is scaled to controls: 0 for no effect and ±100 for the full control effect; nearly all actives have a fitted effect of over 55% in size
Target sequence (P10636 561-689 P618L limits assumed): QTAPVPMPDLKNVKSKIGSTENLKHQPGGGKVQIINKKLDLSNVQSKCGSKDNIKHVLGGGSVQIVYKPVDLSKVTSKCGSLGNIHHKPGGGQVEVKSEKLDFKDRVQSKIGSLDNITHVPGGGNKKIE
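Aggregation was driven by heparin (20 uM final) acting on recombinant tau […] bearing P301L in 100 mM sodium acetate pH 7; fibrils were detected with Thioflavin T.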
LMNA splice mod = LMNA splicing modulation | HeLa LMNA splicing GFP/RFP minigene ratio, 48 h | Potency, µM (titrated, usually from 46.1 µM), for inactives: at the highest dose ratio change, negative = inhibition, actives largely listed as inhibitors | 200,000 compounds, 0.01% hits | AID 1487; active = well fitted inhibition curve with a large enough effect in the signal ratio, with a control signal flat, not every such curve was filed as active; inconclusive = small, poorly fitted or top-dose-only effect, or effect the other way, or a change in a side signal; the % refers to the signal ratio; also: % is scaled to controls: 0 for no effect and ±100 for the full control effect
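Read-out is the ratio of GFP to DsRed2 object intensity, acquired by 488 nm laser-scanning cytometry on HeLa lamin A-EGFP minigene reporter cells. Compound incubation 48 hrs at 37 °C in Opti-MEM with 2% FBS; DMSO 0.5% final.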
ALDH1A1 inh = inhibitors of human aldehyde dehydrogenase 1A1. Purified ALDH1A1, NADH fluorescence, propionaldehyde substrate. Potency, µM (top dose mostly 75.3 µM), without a hit: at the top dose activity, negative = inhibition, most hits filed as inhibitors. 220,000 compounds, 7.3% hits; active = well fitted inhibition curve with a large enough effect, not every such curve was filed as active; inconclusive = small, poorly fitted or top-dose-only effect, or another doubt; inactive = no such curve, though single readings can be large or run the other way;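 also: plate controls were no enzyme wells and a reference inhibitor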
* = called active by the depositor; i = inactive; ? = inconclusive; / = not tested or not shown; & = joins results of further samples; [ ] = dose if it differs, or a comment. Unless noted, calls follow the shape of the dose curve; as a rule, active = well fitted curve in the direction sought with a large enough effect; inconclusive = small, poorly fitted or top-dose-only effect, or another doubt; inactive = no such curve, though single readings can be large; an effect the other way counts as inactive or inconclusive. Potency is read from the fitted curve at half-maximal effect. Only part of the results is shown; count on the stated rates, not on these rows.

SMILES	L3MBTL1 inh	RECQ1 inh	KinaseGlo FLuc	KDM4E inh	SMN2 splice up	Tau fibril ThT	LMNA splice mod	ALDH1A1 inh
CSc1nc2ccc(NC(=O)C3CC(=O)N(Cc4ccccc4)C3)cc2s1 (stereo unspecified)	-2%	-8%	-2%	-2%	6%	-19%	?	?
Cc1ccc(CS(=O)(=O)CCC(=O)NCCN2CCCC2)cc1	8%	-1%	0%	1%	-7%	-2%	4%	-5%
COC(=O)c1cc2occc2n1CC(=O)N(C)C1CCCCC1	1%	i	-1%	3%	-13%	2%	-3%	0%
CNS(=O)(=O)c1cccc(C(=O)OCC(=O)N2c3ccccc3CC2C)c1 (stereo unspecified)	/	-1%	8%	7%	-4%	-11%	1%	19%
CC(=O)N1CC[n+]2c(-c3ccc(Cl)cc3)csc21	0%	0%	0%	-8%	-18%	28µM*	7%	?
Cc1cc(C2=CC(C)(c3cc(C)oc3C)Nc3nc(C(F)(F)F)nn32)c(C)o1 (stereo unspecified)	-7%	-8%	-5%	?	-19%	28µM*	-9%	?
Cc1ccc(C(=O)NC(NCc2ccco2)C(Cl)(Cl)Cl)cc1 (stereo unspecified)	-2%	0%	1%	-3%	-2%[1.84 µM]	1%	-2%	1%
S=C(Nc1ccc(Cl)cc1Cl)Nn1cnnc1	8%	0%	2%	-1%	-20%	7%	-11%	5%
COc1ccc(C(=O)Nc2ccc(S(=O)(=O)NC(C)=O)cc2)cc1[N+](=O)[O-]	2%	-4%	-2%	-23%	-6%	-13%	-3%[46 µM]	?
O=C(NC1=NCCS1)c1cc(-c2cccnc2)nc2ccccc12	0%	8%	-3%	2%	-11%	-16%	/	-6%
CC(=O)c1ccc(N2CCN(C(=O)c3cc4c(s3)CCCC4)CC2)cc1	-3%	1%	-3%	?	11%	?	-27%[46 µM]	22µM*
COc1cc(C2c3c(oc4ccc(C)cc4c3=O)C(=O)N2c2cc(C)ccn2)cc(OC)c1OC (stereo unspecified)	1%	-8%	2%	0%	-6%	-3%	0%	-1%
O=C(C[N+]1(CC#Cc2ccccc2)CCOCC1)c1ccc(Cl)cc1	/	-3%	0%	-5%	-14%	-13%	-9%[46 µM]	22µM*
CCn1ccc(=N)cc1	16%	4%	12%	4%	5%	-9%	3%	-2%
NC(=S)NNC(=O)Nc1ccc(Cl)c(Cl)c1	1%	-3%	-2%	-5%	8%	6%	-1%	28µM*
COCCOC(=O)c1c(C)nc(SCC(=O)Nc2cccc3ccccc23)c(C#N)c1-c1ccco1	/	i	-2%	-3%	-20%	-15%	7%	?
O=C1CCCN1CCCn1cnc2c([nH]c3ccc(F)cc32)c1=O	2%	-5%	-2%	?	-17%	-12%	?	-16%
COc1ccc(NC(=O)C(c2ccccc2)N2CCN(c3ccccn3)CC2)cc1Cl (stereo unspecified)	-17%	-8%	3%	-25%	-9%	-6%	/	8.9µM*
COC(=O)c1ccc(CSc2nc3ccccc3o2)cc1	52%[activator]	i	-7%	2%	22µM*	?	5%	10%
Cc1cccc(CN2CCCC(C(=O)c3ccc4c5c(cccc35)CC4)C2)n1 (stereo unspecified)	?	i	1%	?	/	-5%	-13%[46 µM]	?
Cc1ccc2c(c1)N(CC(=O)N1CCCc3ccccc31)C(=O)CO2	10%	i	13%	-2%	-8%	-3%	-8%	-3%
CCOc1cc(/C=C2/NC(=O)N(CC(=O)Nc3cccc(C)c3)C2=O)ccc1OCC(N)=O	-1%	i	0%	?	17%	-9%	-5%[46 µM]	?
COc1ccc(CN(C)Cc2cc(=O)n3ccsc3n2)c(OC)c1OC	11%	-4%	-2%	?	-8%	6%	-8%[46 µM]	-12%
CN(C)c1cccc2c1c(NC(=O)c1ccc(Cl)cc1)nn2C	-13%	24%	/	-1%	/	-10%	/	/

Profiles, looked up by structure. Screens in order: L3MBTL1 inh, RECQ1 inh, KinaseGlo FLuc, KDM4E inh, SMN2 splice up, Tau fibril ThT, LMNA splice mod, ALDH1A1 inh
Listed for Cc1ccc2c(c1)N(CC(=O)N1CCCc3ccccc31)C(=O)CO2 = 10%, i, 13%, -2%, -8%, -3%, -8%, -3%
Listed for O=C(NC1=NCCS1)c1cc(-c2cccnc2)nc2ccccc12 = 0%, 8%, -3%, 2%, -11%, -16%, /, -6%
Listed for CCn1ccc(=N)cc1 = 16%, 4%, 12%, 4%, 5%, -9%, 3%, -2%
Listed for CSc1nc2ccc(NC(=O)C3CC(=O)N(Cc4ccccc4)C3)cc2s1 (stereo unspecified) = -2%, -8%, -2%, -2%, 6%, -19%, ?, ?

Continued.
SMILES	L3MBTL1 inh	RECQ1 inh	KinaseGlo FLuc	KDM4E inh	SMN2 splice up	Tau fibril ThT	LMNA splice mod	ALDH1A1 inh
Fc1ccc(COc2ccc(Br)cc2CNCc2ccncc2)cc1	-1%	-4%	5%	10%	-8%	-11%	12%	-7%
CCOC(=O)c1c(N2C(=O)C3C4C=CC(O4)C3C2=O)sc2c1CCCC2 (stereo unspecified)	/	1%	-3%	2%	-2%	-7%	-11%	2.2µM*
O=C(/C=C/c1ccc2c(c1)OCO2)NCc1ccc(F)cc1	-3%	-15%	2%	?	2%	-11%	?	-13%
CS(=O)(=O)N(CC(=O)NC1CCCC1)Cc1ccc(F)cc1	6%	-1%	-1%	-3%	10%	2%	9%[46 µM]	3%
COc1cccc(C2c3c(-c4ccccc4)n[nH]c3C(=O)N2c2ccc(C(=O)O)cc2)c1 (stereo unspecified)	1%	-8%	-1%	8%	-12%	2%	5%	-11%
CCc1cc2c(=O)n(-c3ccccc3)cnc2s1	1%	-11%	8%	0%	7%	-7%	4%	-1%
CC1=C([N+](=O)[O-])C(c2cccc(Br)c2)C2=C(N1)c1ccccc1C2=O (stereo unspecified)	/	0%	-9%	-11%	-26%	16µM*	?	?
COc1ccc(CCN2C(=NC(C)=O)SC3CS(=O)(=O)CC32)cc1OC (stereo unspecified)	-5%	-4%	/	-7%	/	12%	/	/
CC(=O)C1=C(O)C(=O)N(CCCO)C1c1ccccc1 (stereo unspecified)	/	-1%	-5%	-5%	2%	1%	8%	?
O=C1C2CCCN2C(=O)N1CCCCN1CCN(c2ccccc2)CC1 (stereo unspecified)	1%	12%	3%	-13%	-4%	12%	14%	3%
O=C(NCCN1CCN(Cc2ccccc2)CC1)C1c2ccccc2C(=O)N2CCc3ccccc3C12 (stereo unspecified)	0%	?	1%	-3%	4%	-3%	16%	9%
COC(=O)[C@@H](NC(=O)O[C@H]1C(=O)c2ccc(OC)cc2O[C@@H]1c1ccc2c(c1)OCO2)C(C)C	-2%	-1%&-10%	2%&1%	?	1%&25%	-11%&-19%	-2%	?
CCOC(=O)C1CCN(C(=O)Nc2ccc(Cl)cc2)CC1	-1%	-6%	/	-2%	/	-4%	-1%	8%
Clc1nc(NCCN2CCOCC2)nc(NCc2ccccc2)n1	/	-21%	-2%	-5%	-12%	-5%	?	2%
O=C(O)c1ccc(-c2nc(-c3ccc(Cl)c(Cl)c3)cs2)cc1	/	-11%	-4%	?	129%	-8%	/	1%
O=C(OCC#CCSc1nnc(-c2ccncc2)o1)c1sc2ccccc2c1Cl	/	i	0%	-1%	-4%	?	3%	?
COc1ccc2c(C)c(C)c(=O)oc2c1OC	6%	i	-1%	?	-18%	-3%	24%[46 µM]	?
COCCSc1nnc(NC(=O)C2CC(=O)N(c3ccccc3)C2)s1 (stereo unspecified)	6%	-9%	-1%	-3%	-8%	5%	/	2%
C=CCNCCCCOc1c(Cl)cc(C)cc1Br	-2%	-16%	0%	-6%	-17%	-2%	-23%	-12%
CC1(C)CC(=O)C=C(NCc2ccncc2)C1	6%	i	1%	-20%	-9%	-12%	-3%	2%
COc1ccc(Br)cc1C(=O)NC(=S)Nc1cc(-c2nc3ccccc3[nH]2)ccc1C	3%	-7%	-2%	-23%	-3%[1.84 µM]	-13%	-7%	13µM*
COc1cc2nc(CN3CCOCC3)n(CC(=O)NCC(F)(F)F)c(=O)c2cc1OC	3%	i	/	-3%	/	-8%	/	/
CCCC1=C(C(=O)OCC)C(c2ccco2)C(C#N)=C(N)O1 (stereo unspecified)	/	-13%	/	?	/	-23%	/	-16%
Cc1ccc(C(=O)Oc2cccnc2)cc1[N+](=O)[O-]	-1%	-3%	-1%	5%	-5%	?	2%	-9%
COC(=O)[C@@]1(Cc2ccccc2)[C@@H]2C(=CC(=O)[C@H]2CC(=O)C(=O)N(C)C)CN1C(=O)c1ccccc1	6%	-12%&-3%	14%&-3%	5%&-8%	-25%&-26%	?	?	-13%&8%
CCCCCCCCCCC1=C(C)C(=O)C(OC)=C(OC)C1=O	/	i	/	/	-6%	?	/	?
COc1ccc(C2(CNC(=O)/C=C\c3ccco3)CCCC2)cc1OC	-17%	-2%	1%	-17%	-13%	?	-1%	3.5µM*
Oc1ccc2ccc3[nH]cnc3c2c1	6%	i	/	-7%	/	-8%	?	-10%
CC(C)CC(NC(=O)C(COCc1ccccc1)NC(=O)OC(C)(C)C)C(=O)NN (stereo unspecified)	/	i	1%	29%	-4%	-8%	10%[46 µM]	13%
CCC(C)(C)NC(=O)C(c1ccc(OC)cc1)N(CCOC)C(=O)CCC(=O)Nc1nccs1 (stereo unspecified)	8%	i	0%	-5%	0%	1%	/	3%
COCCN(C(=O)CNC(=O)c1ccco1)C(C(=O)NC1CCCCC1)c1cccc(OC)c1 (stereo unspecified)	-1%	-5%	-6%	6%	-2%	5%	1%	7%
Cc1cc(N(CN2CCCC2=O)C(=O)c2ccc(OC(C)C)cc2)no1	-13%	0%	1%	-2%	2%	1%	/	?
CCCc1ccc(C(=O)NC(=O)c2ccccc2O)cc1	-5%	-6%	/	11%	/	-14%	/	/
O=S(=O)(Nc1ccccn1)c1cccs1	3%	i	-4%	?	/	2%	22%[46 µM]	7%
CCN(CC)S(=O)(=O)c1cc(C)ccc1SC	12%	5%	2%	6%	-8%	-4%	5%	0%
